Source: PubChem BioAssay (The Scripps Research Institute Molecular Screening Center)
GPR151 activ – activators of human GPR151 | Q8TDV0 | PathHunter beta-arrestin GPR151 cells, luminescence | activation, % at 11.2 µM | 650,000 compounds, 1% hits | AID 1508602; in the data active = activation above about 4.9%;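 note: 0% = median of compound wells and 100% = cells with positive control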
Target sequence (Q8TDV0 whole entry, looked up): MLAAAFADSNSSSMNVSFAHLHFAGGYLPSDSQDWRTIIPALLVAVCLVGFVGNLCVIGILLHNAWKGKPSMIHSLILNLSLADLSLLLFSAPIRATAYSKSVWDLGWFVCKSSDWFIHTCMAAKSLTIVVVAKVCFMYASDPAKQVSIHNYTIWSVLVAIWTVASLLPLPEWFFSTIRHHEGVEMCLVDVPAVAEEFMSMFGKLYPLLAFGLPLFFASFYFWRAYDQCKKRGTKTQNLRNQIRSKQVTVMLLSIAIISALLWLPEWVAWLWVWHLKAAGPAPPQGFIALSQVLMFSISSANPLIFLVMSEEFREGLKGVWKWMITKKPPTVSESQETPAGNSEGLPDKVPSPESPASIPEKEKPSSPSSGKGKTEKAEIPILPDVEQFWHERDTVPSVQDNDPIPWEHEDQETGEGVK
MITF inh – blocks human microphthalmia-associated transcription factor; O75030; AlphaScreen MITF homodimerization, bead proximity signal; inhibition, % at 2.6 µM; 650,000 compounds, 0.91% hits; in the data active = inhibition above about 50%;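 note: 0% = vehicle wells with protein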
Target sequence (O75030 whole entry, looked up): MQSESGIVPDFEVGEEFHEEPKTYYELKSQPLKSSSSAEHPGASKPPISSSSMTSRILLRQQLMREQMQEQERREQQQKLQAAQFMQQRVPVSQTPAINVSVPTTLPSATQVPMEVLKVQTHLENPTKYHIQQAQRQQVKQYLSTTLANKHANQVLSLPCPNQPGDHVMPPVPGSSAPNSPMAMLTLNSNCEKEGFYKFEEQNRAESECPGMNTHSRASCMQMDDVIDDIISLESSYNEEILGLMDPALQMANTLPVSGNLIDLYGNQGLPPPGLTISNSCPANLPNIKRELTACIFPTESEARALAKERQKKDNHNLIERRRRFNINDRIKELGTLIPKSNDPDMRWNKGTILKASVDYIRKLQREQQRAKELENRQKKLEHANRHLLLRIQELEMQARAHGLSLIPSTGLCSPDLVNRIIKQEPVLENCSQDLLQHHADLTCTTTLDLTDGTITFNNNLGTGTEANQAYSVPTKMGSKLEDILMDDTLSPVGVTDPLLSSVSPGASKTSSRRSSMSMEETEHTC
TEAD-YAP block – TEAD-YAP interaction inhibition; HEK-TIYL cells, TEAD-Gal4/YAP UAS-luciferase luminescence; inhibition, % at 9.12 µM; 640,000 compounds, 1.4% hits; in the data active = inhibition above about 32%;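 note: 0% = median of test compound wells and 100% = reference inhibitor wells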
FBW7 activator – human FBW7 E3 ligase activation, primary screen; Q969H0; AlphaScreen FBW7–phospho-cyclin E peptide binding, activator screen; normalized activity (activation), % at 26.1 µM; 650,000 compounds, 0.13% hits; in the data active = normalized activity above about 1.9%;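 note: purified mutant Fbw7 with reduced substrate affinity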
* marks the source's active call; other numbers are inactive results.

SMILES,FBW7 activator,MITF inh,GPR151 activ,TEAD-YAP block
Cc1cccc(CSc2cc(C)[nH]c(=O)n2)c1,-0.1,-5,-1.2,-14
Cc1[nH]nc(SCC(=O)NCc2ccco2)c1[N+](=O)[O-],0.1,1,-0.1,4
C[C@H]1NC(=O)[C@@H]2C[C@H](NCc3ccc(Cl)s3)CN2C1=O,0.7,15,0.7,8
COc1cc2nc(Nc3ccnn3C)nc(NC3CC3)c2cc1OC,0.0,-10,1.1,1
COCc1ccc(CN2CCC(CO)(Cc3cccc(OC)c3)CC2)o1,-0.1,3,-0.3,7
O=C(NCC1CCCN1S(=O)(=O)c1cccs1)c1ccc(F)cc1 (stereo not given),0.1,7,-1.1,-5
C=CCN1C(=O)S/C(=C/c2ccccc2F)C1=O,0.1,15,-0.5,-55
Cc1cc(C(=O)Nc2c(C)nn(Cc3ccccc3)c2C)on1,1.3,13,0.1,-4
Cc1cc(C)c(C#N)c(SCCS(=O)(=O)c2nc3ccccc3s2)n1,0.0,-8,0.9,11
O=C(Nc1ccccc1O)c1cccc(N2C(=O)c3ccc([N+](=O)[O-])cc3C2=O)c1,-0.1,-2,-1.8,-19
CCOc1ccc(C(=O)NCC(=O)OCC(=O)c2c(C)[nH]c3ccccc23)cc1,2.1*,0,2.0,7
Cn1c(-c2ccccc2)cnc1NCc1cc2c(cc1[N+](=O)[O-])OCO2,-0.2,33,-0.6,-6
NC1=NC(=O)/C(=C/c2ccccc2OS(=O)(=O)c2ccc([N+](=O)[O-])cc2)S1,0.4,17,2.0,11
COc1cc(C(=O)Nc2ccc(-c3nc4cc(Cl)cc(Cl)c4o3)cc2)cc(OC)c1OC,-0.2,10,0.5,-17
Cc1ccccc1-c1nnc(N(C)C(=O)C2CCC2)s1,-0.1,6,0.3,-46
COc1ccc(-c2nnc(NC(=O)c3ccc(S(=O)(=O)N4CC(C)OC(C)C4)cc3)o2)cc1 (stereo not given),0.4,34,0.1,-3
CN(Cc1c(O)ccc2c3c(c(=O)oc12)CCC3)C1CCCCC1,-0.1,5,1.6,5
O=[N+]([O-])c1cccc(C2C=C(c3ccccc3Cl)Nc3nnnn32)c1 (stereo not given),-0.3,-1,-0.8,-2
COc1ccc2cc(-c3nnc(Nc4ccc(OC)c(OC)c4)s3)c(=O)oc2c1,0.0,7,0.5,7
CC(=O)c1cn(CC(=O)NC2CC2)c2ccccc12,0.0,19,-0.1,0
CC(=O)C1=C(C)N(C)C(=O)NC1c1cccs1 (stereo not given),0.0,10,1.1,4
CCOc1ccc(N=c2oc3c(C)ncc(CO)c3cc2C(=O)Nc2cccc(F)c2)cc1,-0.1,-15,-0.4,-4
Nc1nc(Nc2ccccc2Br)nc(C(F)(F)F)n1,0.1,-3,0.2,-10
COC(=O)COc1ccc(CO)cc1,0.0,16,-0.4,4
CC(=O)Oc1ccc(C2Nc3ccccc3NC3=C2C(=O)CC(c2ccccc2)C3)cc1 (stereo not given),-0.2,6,-0.7,1
O=C(CCCN1C(=O)CSc2ncccc21)N1CCc2ccccc21,-0.1,7,1.1,-3
O=c1c2cc(Cl)ccc2[nH]c(=S)n1CCc1ccccc1,0.3,47,0.0,-12
CC(=O)NC(CCS(C)(=O)=O)C(=O)Nc1ccc(F)c(F)c1 (stereo not given),0.0,-3,-0.2,-4
Cc1onc(-c2ccccc2Cl)c1C(=O)Nc1ccccc1Cl,0.0,5,1.4,9
Cc1cccc2cc(CN(Cc3ccco3)C(=O)N(C)C)c(Cl)nc12,0.0,13,-1.2,-10
CCCCOC(=O)CSC1=C(C#N)C(c2ccccc2OCC)C(C#N)C(=O)N1 (stereo not given),-0.2,9,2.3,11
O=C1NCCN(Cc2ccoc2)C1CC(=O)N1CCc2sccc2C1 (stereo not given),0.0,-7,-1.5,10
CCOC(=O)c1sc2nc(SCC(=O)Nc3nccs3)n(CC3CCCO3)c(=O)c2c1C (stereo not given),0.0,6,-0.6,-1
CN1C(=O)N(CC(=O)NCc2ccco2)c2cccnc2N1C,0.1,-8,0.0,2
Cn1c(=O)[nH]c(N2CCC3(CC2)OCCO3)c(Cc2ccccc2-c2ccccc2)c1=O,-0.1,6,-1.3,-2
CCCCSc1nnc(CSc2ncccn2)n1C,0.0,1,3.9,-12
COC(=O)c1ccccc1COn1c(=O)c[n+]([O-])c2ccccc21,0.0,-7,1.6,-2
CCCNc1nc(-c2cccc(C(C)=O)c2)nc2c1ncn2C(C)C,0.0,8,-0.6,-17
O=C1NN(c2ccc(Cl)cc2)C(=O)/C1=C\c1cc(Cl)ccc1O,-0.1,0,-0.3,-1
CC1(C)CC(=O)C2=C(C1)NC(SCC(N)=O)=C(C#N)C2c1ccc(Cl)cc1 (stereo not given),0.0,3,0.7,10
COc1cc(N2CCN(C(=O)C(C)(C)Oc3ccc(Cl)cc3)CC2)nc(C)n1,0.0,2,2.0,-1
CC(C)OC(=O)c1ccc(Nc2nc3ccccc3nc2NS(=O)(=O)c2ccc(Cl)cc2)cc1,0.4,6,-2.3,-3
Cc1cccc(NC(=O)c2cc(Cl)cc([N+](=O)[O-])c2O)c1,0.2,19,-3.2,-20
CC1(c2ccc3c(c2)OCO3)NC(=O)N(Cc2ccccc2C#N)C1=O (stereo not given),0.2,5,-1.1,0
COC(=O)c1c(C)oc2ccc(N(C(=O)c3ccc(C)cc3)S(=O)(=O)c3ccc(Cl)c([N+](=O)[O-])c3)cc12,0.0,16,0.2,1
O=C(c1cc2ccccc2o1)N1CCN(c2ccc(Cl)cc2[N+](=O)[O-])CC1,0.1,5,-0.8,7
CCCCc1c(C)c(C#N)c2nc3ccccc3n2c1-n1nnc2ccccc21,0.0,-1,-0.6,5
CCC(C)NC(=O)CN1Cc2ccccc2OC(c2ccccc2OC)C1 (stereo not given),1.0,13,0.4,-2
CC#CCN1C(=O)NC(Cc2cccc(F)c2)(C2CCN(Cc3ncc[nH]3)CC2)C1=O (stereo not given),0.0,6,0.6,-3
CCn1c(SCc2ccc([N+](=O)[O-])cc2)nnc1-c1cccnc1,0.1,-3,2.0,-1
Cc1cnc(C(=O)Nc2ccc(C(=O)N3CCCCC3)cc2)cn1,0.1,5,-1.0,-7
O=C(NCc1cccs1)C1CCCN(C(=O)Nc2ccc(F)cc2)C1 (stereo not given),-0.1,-4,0.1,9
COc1ccc(CNS(=O)(=O)c2ccc3oc(C(=O)O)c(C)c3c2)cc1,1.3,18,-0.8,4
CN(Cc1ccccc1)c1c([N+](=O)[O-])c(=O)oc2ccccc12,0.1,7,-3.4,11
COC(=O)c1ccc(COc2cccc3c2CCN(Cc2ccccc2C)C3=O)o1,-0.5,-5,2.4,-6
CCOC(=O)C1CCCN(C(=O)C2CC(Cc3ccc(F)cc3)=NO2)C1 (stereo not given),0.1,-2,0.1,-22
COc1ccc(/C(N)=N/OC(=O)c2ccc(C)cc2C)cc1,-0.1,12,-0.2,-31
O=S(=O)(O)c1ccc(N=NN2CCNCC2)cc1,0.4,-3,0.0,-13
CSc1ccccc1NC(=O)C1CCCN(S(C)(=O)=O)C1 (stereo not given),-0.2,-3,-1.2,-8
CCNC(=S)N/N=C(\C)c1cccc(F)c1,0.1,7,1.5,0

Other results follow:
SMILES,FBW7 activator,MITF inh,GPR151 activ,TEAD-YAP block
CC(C)C(=O)NCCNc1nc2c(c(=O)n(C)c(=O)n2C)n1Cc1ccccc1,0.2,5,0.3,-4
CCC1CCc2c(sc(NC(=O)c3cc(-c4cccc(OC)c4)nc4ccccc34)c2C(N)=O)C1 (stereo not given),-0.1,-9,-0.6,-3
CN(CCc1ccccc1)C1CCCN(S(=O)(=O)Cc2ccccc2)C1 (stereo not given),-0.2,-1,0.2,0
CC(C)/C=C/C(=O)N1CCC(N2CCC(C(=O)NCc3ccccn3)CC2)CC1,0.0,-8,0.0,-4
Ic1ccc(-c2cc3ccccn3c2)cc1,1.1,26,-0.3,-7
CNS(=O)(=O)c1ccc(Cl)c([N+](=O)[O-])c1,0.1,12,0.5,5
O=C(CSc1nnc(Nc2ccccc2)s1)c1c[nH]c2ccccc12,-0.1,-4,3.0,-1
COc1ccc(CN2CCC3(CC2)CC3C(=O)N2CCCN(C)CC2)c(OC)c1C (stereo not given),0.0,-14,0.3,-2
Cc1cccc(OCCCC(=O)Nc2sc3c(c2C(N)=O)CCCC3)c1,0.1,2,-1.3,3
N#Cc1ccc(Oc2ccc(C(=O)OCC(=O)c3ccccc3)cc2)cc1C#N,-0.1,-18,-0.4,7
CN1C(=O)C(=O)/C(=C(\O)c2ccc(Cl)cc2)C1c1ccc(Cl)cc1 (stereo not given),0.2,7,-0.1,10
Nc1nc(F)cc(N2CCOCC2)n1,0.2,11,0.9,6
CC(C)(CCl)C(=O)OCC(=O)c1ccc(Br)cc1,0.3,19,-0.1,-8
COc1ccccc1C1CC(=O)NC(SCC(=O)OCc2ccccc2)=C1C#N (stereo not given),0.0,7,-0.6,-15
COc1ccccc1NC(=O)CSc1nc2[nH]ncc2c(=O)n1-c1ccccc1,0.1,15,1.1,-5
Cc1ccc(CCNC(=O)CCN2N=C(c3ccc(C)cc3)CCC2=O)cc1,0.0,0,-0.2,-8
CC1CN(Cc2ccc3c(c2)CCO3)Cc2ccccc2O1 (stereo not given),0.4,-2,2.4,-4
CN(C(=O)c1cccc(NC(=O)c2cccc([N+](=O)[O-])c2)c1)c1ccccc1,-0.2,5,1.5,27
CSc1nc2ccccc2n1CC(=O)NC(c1ccccc1)c1ccccc1,0.0,0,0.4,-8
O=CN1CCc2c([nH]c3ccc(F)cc23)C12CCN(CCc1cccs1)CC2,-0.6,-8,-0.5,-7
NS(=O)(=O)c1ccc(Cc2ccc(S(N)(=O)=O)cc2)cc1,0.0,-6,1.1,-7
O=C(C1=C(O)C(=O)N(Cc2cccnc2)C1c1cccc(Oc2ccccc2)c1)c1ccco1 (stereo not given),0.0,-8,1.9,10
O=C(CCNc1cccc(Cl)c1Cl)c1ccc([N+](=O)[O-])cc1,-0.1,2,0.6,-7
CC(O)(COc1ccccc1)c1ccc2c(c1)CN(Cc1ccc(CO)o1)CCO2 (stereo not given),-0.1,-2,0.4,7
O=[N+]([O-])c1ccc(N2CCN(S(=O)(=O)c3ccc(Cl)cc3)CC2)cc1N1CCOCC1,0.1,7,1.4,2
CC[C@H](C)[C@H](NC(N)=O)C(=O)NCCc1ccc(Cl)cc1Cl,0.2,6,-1.0,3
O=C(NCCOc1ccc(-c2ccc(F)cc2)nn1)c1c(F)cccc1Cl,-0.2,-2,-0.6,-16
O=C(CN(CCc1ccccc1)C(=O)c1csnn1)NCc1ccc2c(c1)OCO2,0.1,-8,0.5,11
CC1=C(C(=O)OCCOc2ccccc2)C(c2cccc(Cl)c2)NC(=O)N1 (stereo not given),-0.1,0,-1.8,-14
COc1ccccc1N1CCN(C(=O)CSc2nc(NCCc3ccccc3)c3ccccc3n2)CC1,-0.1,-3,-0.8,-11

Another view of 2 compounds above:
SMILES: CC(O)(COc1ccccc1)c1ccc2c(c1)CN(Cc1ccc(CO)o1)CCO2 (stereo not given)
- FBW7 activator = -0.1
- MITF inh = -2
- GPR151 activ = 0.4
- TEAD-YAP block = 7

SMILES: O=[N+]([O-])c1ccc(N2CCN(S(=O)(=O)c3ccc(Cl)cc3)CC2)cc1N1CCOCC1
- FBW7 activator = 0.1
- MITF inh = 7
- GPR151 activ = 1.4
- TEAD-YAP block = 2

Returning to the listing with the 4 entries that preceded the break.
SMILES,FBW7 activator,MITF inh,GPR151 activ,TEAD-YAP block
O=C(NCCOc1ccc(-c2ccc(F)cc2)nn1)c1c(F)cccc1Cl,-0.2,-2,-0.6,-16
O=C(CN(CCc1ccccc1)C(=O)c1csnn1)NCc1ccc2c(c1)OCO2,0.1,-8,0.5,11
CC1=C(C(=O)OCCOc2ccccc2)C(c2cccc(Cl)c2)NC(=O)N1 (stereo not given),-0.1,0,-1.8,-14
COc1ccccc1N1CCN(C(=O)CSc2nc(NCCc3ccccc3)c3ccccc3n2)CC1,-0.1,-3,-0.8,-11
Cc1cn2c(=O)c3ccccc3nc2nc1Nc1ccccc1C(=O)O,0.0,2,0.4,0
COc1ccc(N2C(=O)CC(NC34CC5CC(CC(C5)C3)C4)C2=O)cc1 (stereo not given),0.2,-8,5.5*,8
O=C(NCc1ccccc1)c1ccc2nc(N3CCCCC3)sc2c1,-0.1,3,-0.7,-47
CCCc1oc2cc(O)c(CC)cc2c(=O)c1-c1ccc2c(c1)OCCCO2,0.0,-9,1.2,3
Cc1cc(C)n(CCC(=O)NCC2Cc3cccc(-c4cncc(C(N)=O)c4)c3O2)n1 (stereo not given),-0.1,4,-0.5,-4
CCC1SC2=NCN(c3ccc4ccccc4c3)CN2C1=O (stereo not given),0.0,15,0.0,-20
c1ccc(-c2ccccc2OCCCN2CCOCC2)cc1,0.5,91*,-1.0,3
Cc1ccc(C)c(NC(=S)N(Cc2ccccc2C)CC2CCC(C(=O)O)CC2)c1 (stereo not given),0.1,13,-0.1,5
Cc1ccccc1-c1n[nH]c(=S)n1C,0.1,-5,0.7,9

Not a hit list; 3.4% or so of the library scored in one or more.
